TAG inh: inhibitors of triacylglycerol accumulation, primary screen, cell-based, uHTS, fluorescence, H9c2; H9c2 cells, Nile Red lipid (TAG) fluorescence; cells loaded with 200 µM oleic acid; inhibition, % at 12.5 µM; hit rate 0.66% among 230,000; AID 651582, 2012;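 active = pattern-corrected inhibition of lipid staining of at least 50% with the nuclear-stain viability signal not falling by more than 50%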;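 note: 0% = DMSO wells and 100% = triacsin C control wells; some results filed as inactive read as strong as hits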
TAG inh DAPI viability: second read-out of TAG inh, no call of its own (marks repeat the call); DAPI nuclei signal change (viability), lower = more cytotoxic, %;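 whole-well DAPI fluorescence read on a plate reader as a viability signal; minus 50 percent equals half of cells still viable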
* marks the source's active call; other numbers are inactive results; & = joins results of further samples. Only part of the results is shown. The share of hits here may be higher or lower than overall.

SMILES | TAG inh | TAG inh DAPI viability
CCOC(=O)C(O)(C1C(=O)CC(C)(C)CC1=O)C(F)(F)F (configuration not stated) | 0 | 2
COc1ccc(N(C)C(=O)c2ccc3c(c2)nnn3C)cc1 | -4 | 2
CCCc1cc(C(=O)Nc2c(C)n(C)n(-c3ccccc3)c2=O)no1 | 9 | -9
Cc1cc(C)nc(N/N=C/c2c(C)oc3ccccc23)n1 | 10 | -6
Nc1cc(=O)[nH]c(SCc2csc(-c3ccccc3)n2)n1 | -12 | 19
COCCN(C(=O)CSc1nn(-c2ccc(F)cc2)c(=S)s1)c1c(N)n(CC(C)C)c(=O)[nH]c1=O | -12 | 3
CCOC(=O)c1[nH]c(C)c(C(=O)OC(C)C(=O)Nc2ncc(Cl)cc2Cl)c1C (configuration not stated) | 57* | -10*
CCOC(=O)N1CCN(C(=O)c2ccc3c(=O)n(-c4ccc(F)cc4)c(=S)[nH]c3c2)CC1 | 6 | -1
O=C(COc1ccc(S(=O)(=O)NC2CCCCC2)cc1)Nc1ccc2c(c1)OCCO2 | 14 | 4
COc1ccc(S(=O)(=O)N2CCOC2CNC(=O)C(=O)NCc2ccccn2)cc1C (configuration not stated) | 1 | -6
Cn1cccc1/C=N/N1CCN(Cc2cccc3ccccc23)CC1 | 9 | 8
Cc1cc(NC(=O)C23CC4CC(CC(C4)C2)C3)n[nH]1 | -7 | 2
Cc1ccc(-c2cccc(C3CC=CC4C3C(=O)N(Cc3ccccc3)C4c3ccc4ccccc4c3)c2)cc1 (configuration not stated) | -21 | 11
CN(Cc1ccccc1)c1nc2c(c(=O)n(C)c(=O)n2C)n1CCSc1ncccn1 | -4 | 5
Cc1nn(C)c(C)c1S(=O)(=O)N1CCCC(C(=O)N2CCN(c3ccc(Cl)cc3)CC2)C1 (configuration not stated) | 0 | -9
COc1cccc(/C=N/NC(=O)c2ccc(-n3cnnn3)cc2)c1 | 1 | 0
Cc1onc(-c2ccccc2)c1C(=O)N(Cc1ccccn1)Cc1ccccn1 | 6 | 5
CC(Nc1cccc(C(=O)NC2CC2)c1)c1nnc(-c2ccccc2)o1 (configuration not stated) | -15 | -2
N#Cc1cccc(NC(=O)CCC2CCCC2)c1 | 2 | -5
CC1CCCC(=NNC(=O)C2COc3ccccc3O2)C1 (configuration not stated) | 8 | 1
COc1ccc(NC(=O)C[C@@H]2C(=O)N(Cc3ccccc3)CC2(C)C)cc1 | 5 | 1
Cc1cccc(C2c3c(n(C)c(=O)n(C)c3=O)N=C3c4ccccc4C(=O)C32)c1 (configuration not stated) | 8 | -3
COc1ccc(SC[C@H](C)CN2CC[C@H](C)CCC2=O)cc1 | -1 | -2
CN(CC(=O)Nc1ccc(Cl)c(C(F)(F)F)c1)C(=O)COc1cccc2cccnc12 | 6 | 2
CC(O)(c1cccs1)C(C(=O)O)c1ccccc1 (configuration not stated) | 7 | -2
CC(=O)NCCC(=O)Nc1ncc(S(=O)(=O)c2ccc([N+](=O)[O-])cc2)s1 | -5 | 8
COc1ccc(NC(=O)CSc2c(C)nn(-c3nnc(C)c(=O)[nH]3)c2C)cc1 | 9 | -1
Nc1nnc(CCOc2ccccc2Cl)s1 | 10 | -3
COc1ccc(OC)c(NC(=O)C2CCCN2S(=O)(=O)c2ccc3c(c2)CC(C)N3C(C)=O)c1 (configuration not stated) | -4 | -11
Cc1nn(C(C)(C)C)c(C)c1/C=N/OC(=O)Nc1ccc(Cl)cc1 | -20 | 4
COc1cccc(N2CCN(C(c3ccccn3)c3nnnn3C(C)(C)C)CC2)c1 (configuration not stated) | -8 | -11
O=C(c1cc(-c2cccs2)nc2ccccc12)N1CCN(c2ccccc2O)CC1 | 8 | 15
CC(C)NC(=O)c1onc(CSc2ccncc2)c1C(=O)NC(C)C | 6 | -2
CCN(c1ccccc1)S(=O)(=O)c1ccc(F)cc1C | -24 | -2
CC(SCC(=O)Nc1ccccc1)c1nc2ccccc2c(=O)[nH]1 (configuration not stated) | 4 | -3
CC(C)(C)C(=O)O/N=C(\N)c1ccc(-c2csnn2)cc1 | 2 | -1
CN(C)CCCNC(=O)C[C@H]1C[C@H](C(=O)N2CCCCC2)[C@@]2(CCc3ccccc3)c3[nH]c4ccc(Cl)cc4c3CCN2C1=O | 126 | -81
O=C1ON=C(c2ccccc2)/C1=C/c1cccnc1 | 23 | 0
CC1Nc2ncnc(N3CCN(c4ccccc4)CC3)c2N(Cc2ccc(Br)cc2)C1=O (configuration not stated) | -10 | -10
NC(=O)c1ccc(NC(=O)COC(=O)C23CC4CC(CC(C4)C2)C3)cc1 | -8 | -2
COC(=O)C(CC(C)C)NC(=O)CNC(=O)c1ccccc1C (configuration not stated) | -8 | 1
Cc1cnc(C(=O)NCC(=O)Nc2ccccc2Br)cn1 | 13 | 0
Cc1ccccc1CN1C2=NCCCN2c2ccccc21 | 16 | 18
C=CCNc1nc(NCc2ccccc2)c(C#N)c2c1CN(C)CC2 | 14 | 40
O=C(COC(=O)C1CCC(=O)N1)Nc1ccc(Oc2ccccc2)cc1 (configuration not stated) | 9 | -4
C=CCOc1cccc(CNCCCN2CCOCC2)c1 | 14 | -6
COc1ccc(C(=O)Nc2ccc(C3(C#N)CCCC3)cc2)cc1 | -4 | 2
CC(=O)Nc1ccc(S(=O)(=O)N(C)CC(=O)NNc2c(F)c(F)cc(F)c2F)cc1 | -7 | -11
Cc1cnc(C(=O)Nc2cccc(-c3nnc4n3CCCCC4)c2)cn1 | -2 | 8
CN1CCCN(C(=O)c2ccc(Br)s2)CC1 | 12 | 3
Cc1nn(-c2ccccc2)c(N)c1N=Nc1cccc(S(=O)(=O)N2CCOCC2)c1 | -11 | 2
Cc1ccc(/C(N)=N/OC(=O)COc2ccccc2Cl)cc1 | -6 | 3
COc1cccc(C(=O)Nc2ccc(NC(=O)C3CC=CCC3C(=O)O)cc2)c1 (configuration not stated) | -27 | 4
COc1cccc(/C(C)=N/NS(=O)(=O)c2ccc(Cl)cc2)c1 | -4 | 2
O=C(O)CCCC(=O)N1CCc2cc(S(=O)(=O)NCc3ccc(F)cc3)ccc21 | -29 | -3
O=C(Nc1ccc(Br)cc1)C1OCCc2ccccc21 (configuration not stated) | 3 | -9
CC(=O)Nc1ccc(Nc2nc(-c3sc(C)nc3C)cs2)cc1 | -3 | 1
O=C(OCC(=O)N(CCc1ccccc1)Cc1ccccc1)c1ccccc1NCCO | 7 | 37
CC(C)C(CC(=O)N1CCCCC1)C1CCOC(C)(C)C1 (configuration not stated) | -19 | 7
CCCc1cc(C(=O)Nc2sc(C)c(C)c2C(=O)OCC)no1 | -12 | 5

Rewritten tab-delimited: part of the list above
mol	TAG inh	TAG inh DAPI viability
COc1cccc(C(=O)Nc2ccc(NC(=O)C3CC=CCC3C(=O)O)cc2)c1 (configuration not stated)	-27	4
COc1cccc(/C(C)=N/NS(=O)(=O)c2ccc(Cl)cc2)c1	-4	2

Continued:
SMILES | TAG inh | TAG inh DAPI viability
COc1ccc(COCC(O)CN2CCc3ccccc3C2)cc1OC (configuration not stated) | -18 | 6
COc1ccc(CCN(C)C(=O)COc2ccc(C(=O)c3ccccc3)cc2)cc1OC | 19 | 8
COc1cccc(C(=O)COC(=O)c2n[nH]c(=O)c3ccccc23)c1 | 12 | -12
C=CCOc1c(Cl)cc(Cl)cc1S(=O)(=O)NCCO | -2 | -11
CS(=O)(=O)c1ccc2sc(NC(=O)c3cc4ccccc4o3)nc2c1 | 7 | -1
Cc1ccccc1C1CC(c2ccccc2)Nc2ncnn21 (configuration not stated) | -3 | 1
O=C(CN1CSCC1=O)N1CCN(S(=O)(=O)c2cc(C(F)(F)F)ccc2Cl)CC1 | -22 | 7
O=C(NC1CCCCC1)C1CCN(C(=O)c2ccc(-c3ccccc3)cc2)CC1 | 13 | -14
O=C(COc1ccccc1Cl)Nc1ccc(Cl)cn1 | -32 | -4
CCOC(=O)C1CCCN(C(=O)CN2C(=O)c3ccccc3S2(=O)=O)C1 (configuration not stated) | -16 | 3
CC1Cc2ccccc2N1C(=O)CSc1nnc(N)s1 (configuration not stated) | -11 | -13
On1nnc2ccccc21 | -4 | 9

Arranged by length of the SMILES (low to high): some entries from above
SMILES | TAG inh | TAG inh DAPI viability
CC1CCCC(=NNC(=O)C2COc3ccccc3O2)C1 (configuration not stated) | 8 | 1
C=CCOc1c(Cl)cc(Cl)cc1S(=O)(=O)NCCO | -2 | -11
Cc1cc(NC(=O)C23CC4CC(CC(C4)C2)C3)n[nH]1 | -7 | 2
COc1cccc(/C(C)=N/NS(=O)(=O)c2ccc(Cl)cc2)c1 | -4 | 2
COc1ccc(S(=O)(=O)N2CCOC2CNC(=O)C(=O)NCc2ccccn2)cc1C (configuration not stated) | 1 | -6
CC(=O)Nc1ccc(S(=O)(=O)N(C)CC(=O)NNc2c(F)c(F)cc(F)c2F)cc1 | -7 | -11
CCOC(=O)N1CCN(C(=O)c2ccc3c(=O)n(-c4ccc(F)cc4)c(=S)[nH]c3c2)CC1 | 6 | -1

Continuation:
SMILES | TAG inh | TAG inh DAPI viability
Nc1c(C(=O)Nc2ccc3c(c2)OCCO3)nnn1Cc1ccc(Br)cc1 | -15 | -1
Cc1nnc(NC(=O)CSc2nnc(C)c(=O)n2N)s1 | -36 | 2
CCOc1ccc(OCCCC(=O)N(C)CC(=O)Nc2ccc(N3CCOCC3)cc2)cc1 | 0 | -10
Cc1ccccc1OCC(O)Cn1c(=N)n(CCN2CCOCC2)c2ccccc21 (configuration not stated) | 19&-11 | -8&10
C=CCOc1c(CNn2cn[nH]c2=S)cccc1OC | -1 | -3
COC(=O)[C@H](CC(C)C)NC(=O)N1CCCCC1C (some centres not stated) | -5 | -1
Cc1cc(C(=O)NNC(=O)c2cccs2)nn1C(C)(C)C | 2 | -2
NC(=O)C1(N2CCCCC2)CCN(C(=O)CSc2nc3ccccc3o2)CC1 | -2 | -5
CC(Oc1ccccc1)c1ccnn1S(=O)(=O)c1ccccc1 (configuration not stated) | -8 | 9
CCOc1ccc(CCNC(=O)c2ccc(F)c(S(=O)(=O)N3CCOCC3)c2)cc1OCC | 18 | 0
COC(=O)C1C(=O)C2=C(CC1C)NC(C)=C(C(=O)OC1CCCCC1)C2c1ccc(N(C)C)cc1 (configuration not stated) | 32 | -5
COC(=O)c1c(NC(=O)CN(C)CC(=O)Nc2ccc(C)cc2)sc2c1CCC(C)C2 (configuration not stated) | 10 | -9
CCN(C(=O)c1cc(OC)c(OC)c(OC)c1)C1CCCCC1 | -10 | 2
COc1ccc(NC(=O)CC(C)c2ccccc2)cc1S(=O)(=O)N1CCOCC1 (configuration not stated) | 17 | -13
NS(=O)(=O)c1cccc(NC(=O)CN2CCN(Cc3ccc4c(c3)OCO4)CC2)c1 | -4 | -4
CN(C)CCNC(=S)Nc1ccc(Cl)cc1Cl | 4 | 18
CC1(C)CC(=O)c2c(Cc3ccccc3)n[nH]c2C1 | 4 | 9
O=c1c2ccccc2oc2ccc(-c3ccc4cc[nH]c4c3)cc12 | 8 | 10
COc1ccccc1C1NC=C([N+](=O)[O-])C=C1[N+](=O)[O-] (configuration not stated) | -11 | 0
Cc1cc(NC(=O)c2cccc(F)c2)no1 | -10 | 13
CC1CCN(c2ncnc3nc[nH]c23)CC1 | 10 | -9
O=C1c2ccccc2S(=O)(=O)N1CCCN1C(=O)c2ccccc2S1(=O)=O | -7 | 5
CN1CCN(C(=O)/C(C#N)=C/c2ccc(F)cc2)CC1 | 3 | -9
Cc1nc2ccc(NC(=O)C3COc4ccccc4O3)cc2s1 (configuration not stated) | 7 | 3
COc1cc(OC)cc(C(=O)N2c3ccc(F)cc3CCC2C)c1 (configuration not stated) | -6 | 8
C[C@@H](CN=[N+]=[N-])CN1CC[C@H](C(C)(C)C)CCC1=O | 6 | -21
COCCNC(=O)C1c2ccccc2C(=O)N(CCOC)C1c1ccc(F)cc1 (configuration not stated) | -8 | -1
C=Cc1ccc(Cn2c(=O)n(CCCOC)c(=O)c3sccc32)cc1 | -9 | -2
O=C1C=Cc2cccc3ccc(O)c1c23 | -1 | 5
COc1ccc2oc(=O)c(C(=O)NC3CCCCCC3)cc2c1 | -7 | 8
O=C(O)c1cc(N2C(=O)CCC2=O)ccc1Cl | -12 | 12
COCCNS(=O)(=O)c1cc(C(=O)O)ccc1OC | 6 | -9
Cc1oc(-c2ccc(Cl)cc2)nc1CN1CCC(C(=O)NCc2ccco2)CC1 | 20 | 4
Cc1ccccc1C(=O)Nc1nnc(S(=O)(=O)N2CCCCC2)s1 | -6 | -2
Cc1ccc(S(=O)(=O)N(C)C)cc1NC(=O)c1ccc(-n2cncn2)c([N+](=O)[O-])c1 | -27 | 9
CCSc1nc(-c2cccs2)nc2ccccc12 | 2 | 2

Single entries from the results shown.
Entry for `CCSc1nc(-c2cccs2)nc2ccccc12` under TAG inh DAPI viability: 2
Entry for `C[C@@H](CN=[N+]=[N-])CN1CC[C@H](C(C)(C)C)CCC1=O` under TAG inh DAPI viability: -21
Entry for `COc1cc(OC)cc(C(=O)N2c3ccc(F)cc3CCC2C)c1` (configuration not stated) under TAG inh: -6
Entry for `Cc1oc(-c2ccc(Cl)cc2)nc1CN1CCC(C(=O)NCc2ccco2)CC1` under TAG inh DAPI viability: 4
Entry for `Cc1ccccc1C(=O)Nc1nnc(S(=O)(=O)N2CCCCC2)s1` under TAG inh: -6
Entry for `COCCNS(=O)(=O)c1cc(C(=O)O)ccc1OC` under TAG inh: 6

Next entries:
SMILES | TAG inh | TAG inh DAPI viability
CSc1nc(N)nc2c1ncn2CC(=O)NCCCc1ccccc1 | -11 | 1
CS(=O)(=O)c1ccc(Cl)c(NC(=O)C2CC(=O)N(Cc3ccco3)C2)c1 (configuration not stated) | 1 | 7
CCCC[C@H]1COCCS(=O)(=O)N1Cc1cccc(Cl)c1 | 6 | -6
CCOc1ccccc1/C=N/Nc1nc2c(N)ncnc2n1[C@H]1O[C@@H](CO)[C@H](O)[C@@H]1O | -3 | 12
Cc1ccc(S(=O)(=O)N2CCC(=O)N(CCO)CC2)cc1 | 8 | -1
COc1ccc(-c2nc3ccc(N4CCN(C)CC4)cc3c(=O)[nH]2)cc1 | 7 | 142
CCNC(=O)C1(C)CCN(C(=O)c2cccc(Cl)c2)C1 (configuration not stated) | 10 | 13

Bioassay records (PubChem)
